# RGS4 inh: blocks human RGS4-accelerated GTP hydrolysis; P49798; Transcreener GDP fluorescence polarization, RGS4-accelerated GTP hydrolysis; Potency, µM (highest dose often 114 µM), for inactives: at the top dose activity change, negative = inhibition, most hits filed as inhibitors; 390,000 tested, 0.039% active; note: % is set by controls: 0 for no effect and ±100 for the full control effect; nearly all actives have a fitted effect of over 75% in size; some results filed as inactive show a strong effect at the top dose
# Target sequence (P49798 whole entry, looked up): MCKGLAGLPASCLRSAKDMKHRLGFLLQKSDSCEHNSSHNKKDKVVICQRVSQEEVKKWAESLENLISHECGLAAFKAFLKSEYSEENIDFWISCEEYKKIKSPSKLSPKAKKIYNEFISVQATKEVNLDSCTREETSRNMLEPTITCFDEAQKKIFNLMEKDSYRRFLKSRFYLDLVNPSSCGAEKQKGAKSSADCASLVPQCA
#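 MLSMR compounds (23 nl, pin-transferred) preincubated 10 min at room temperature with a 500nM (2x) first reagent, then RGS4 at 900nM (2x) plus Transcreener GDP mix added; fluorescence polarization (620/688 nm) read before and after 90 min at 30 °C.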
# RXFP1 agonist: agonists of human relaxin receptor RXFP1; Q9HBX9; HEK293T-RXFP1 cAMP TR-FRET, 30 min; response scale: percent of porcine relaxin response, buffer zero; Potency, µM (titrated, usually from 57.5 µM), inactives show at the top dose activation, actives largely listed as activators; 370,000 tested, 0.3% active; AID 2676; note: % is set by controls: 0 for no effect and ±100 for the full control effect; nearly all actives have a fitted effect of over 60% in size; many of its hits are not listed in these tables
#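 cAMP rise read by TR-FRET after 30 min, 37C compound exposure (up to 58 uM) in RXFP1-transfected HEK293 cells with Ro 20174 present. EC50 from Hill-equation fits, with 29 nM porcine relaxin as 100% and buffer as basal.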
# 12-LOX inh: ALOX12 (human) lipoxygenase inhibition | P18054 | purified 12hLO, xylenol orange hydroperoxide absorbance | Potency, µM (titrated, usually from 108 µM), for the others: at the top dose activity change, negative = inhibition, most hits filed as inhibitors | 580,000 tested, 1.1% active | AID 1671190; note: % is set by controls: 0 for no effect and ±100 for the full control effect
# Target sequence (P18054 whole entry, looked up): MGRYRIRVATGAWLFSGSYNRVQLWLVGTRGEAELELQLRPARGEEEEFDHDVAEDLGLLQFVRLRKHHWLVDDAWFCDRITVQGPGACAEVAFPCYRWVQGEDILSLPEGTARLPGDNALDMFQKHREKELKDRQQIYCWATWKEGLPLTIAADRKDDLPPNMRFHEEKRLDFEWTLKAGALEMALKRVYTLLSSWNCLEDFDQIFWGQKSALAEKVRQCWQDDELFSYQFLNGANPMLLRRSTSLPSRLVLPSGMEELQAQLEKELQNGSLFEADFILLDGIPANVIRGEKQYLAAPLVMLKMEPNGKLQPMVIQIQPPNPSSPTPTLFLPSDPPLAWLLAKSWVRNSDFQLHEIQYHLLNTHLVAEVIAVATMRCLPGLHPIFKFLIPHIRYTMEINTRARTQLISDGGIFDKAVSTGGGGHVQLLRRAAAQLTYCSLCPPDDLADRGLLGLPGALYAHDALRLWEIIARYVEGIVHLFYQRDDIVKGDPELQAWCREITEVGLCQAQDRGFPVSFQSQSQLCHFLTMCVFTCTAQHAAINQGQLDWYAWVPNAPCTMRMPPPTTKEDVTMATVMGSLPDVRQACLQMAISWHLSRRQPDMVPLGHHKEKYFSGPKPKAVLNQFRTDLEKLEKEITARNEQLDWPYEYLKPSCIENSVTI
#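 Purified human 12hLO at 150 nM in 25 mM Hepes, 0.01% Triton X-100, pH 7.0, preincubated 15 min at room temperature with compound. Reaction started with 40 uM arachidonic acid, 30 min at room temperature. Hydroperoxide measured by Fe-xylenol orange, 573/405 nm absorbance ratio.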
# mIDH1 inhibitor: blocks human mutant IDH1 R132H enzyme | IDH1-R132H enzyme, NADPH consumption, diaphorase/resazurin fluorescence | 390,000 tested, 0.093% active | AID 602179 | Potency, µM (series often up to 76.6 µM), for the others: at the highest dose activity change, negative = inhibition, usual class: inhibitors; note: % is set by controls: 0 for no effect and ±100 for the full control effect; nearly all actives have a fitted effect of over 65% in size
#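 IDH1-R132H (0.5 ug/mL) preincubated 30 min with compound, then NADPH (0.016 mM) and alpha-KG (2 mM) added; 80 min at RT, pH 7.5. Remaining NADPH coupled via diaphorase/resazurin to fluorescence (540/590 nm); concentration-response curves normalized to no-enzyme control.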
# TrxR1 substrate: is turned over as a substrate by rat TrxR1; O89049; purified TrxR1 substrate turnover, NADPH consumption readout; 390,000 tested, 0.01% active; Potency, µM (highest dose often 114 µM), inactives show top-dose activity change, negative = substrate turnover; note: % is set by controls: 0 for no effect and ±100 for the full control effect; nearly all actives have a fitted effect of over 50% in size
#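 Rat TrxR1, dispensed at 90 nM, was prereduced with 400 uM NADPH (final) for 5 min at ~22 deg C, then incubated with compound 15 min before 400 uM selenite. A first-read NADPH fluorescence drop versus no-compound background flagged substrates.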
# Vif-A3F inh: Vif-A3F binding inhibition; HeLa A3F-eYFP + Vif (tagged APOBEC3F with the HIV-1 protein that degrades it), YFP fluorescence increase; Potency, µM (titrated, usually from 46.1 µM), inactives show at the highest dose activity, negative = active; 390,000 tested, 0.2% active; note: % of control where 0% means no effect; nearly all actives have a fitted effect of over 65% in size
#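 HeLa cells stably expressing Vif plus C-terminally eYFP-tagged A3F were seeded, incubated overnight at 37 deg C, dosed with compound, incubated overnight again at 37 deg C. Yellow fluorescence (Ex 488/Em 500-530) reported blocked Vif-mediated A3F-eYFP degradation.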
# USP1-UAF1 inh: USP1/UAF1 (human) deubiquitinase inhibition | O94782 | recombinant USP1/UAF1, Ub-Rhodamine cleavage fluorescence | Potency, µM (highest dose often 57.1 µM), for the others: top-dose activity change, negative = inhibition, hits mostly inhibitors | 390,000 tested, 0.23% active | AID 743255; note: % is set by controls: 0 for no effect and ±100 for the full control effect; nearly all actives have a fitted effect of over 60% in size; inactives centre near -12
#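 High-throughput fluorogenic screen: 1nM USP1/UAF1 complex, Ub-Rho substrate 150nM final, 50mM HEPES pH 7.8 with 0.5mM EDTA, 0.1 mg/ml BSA, 1mM TCEP and 0.01% Tween-20.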
# Vif-A3G inh: inhibitors of Vif-APOBEC3G interaction; Q9HC16; HeLa A3G-eYFP + Vif (tagged APOBEC3G with the HIV-1 protein that degrades it), YFP fluorescence, overnight; Potency, µM (doses to about 46.1 µM), for the others: at the highest dose activity, negative = active, actives largely listed as inhibitors; 410,000 tested, 0.076% active;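 note: % is set by controls: 0 for no effect and ±100 for the full control effect; nearly all actives have a fitted effect of over 60% in size; hits raise eYFP signal because A3G escapes Vif-driven loss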
#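 Read-out is eYFP fluorescence (Ex 488/Em 500-530) from Vif-expressing HeLa A3G-eYFP cells; more signal means A3G escaped Vif-mediated degradation. Cells plated overnight, compound pinned in, incubated overnight at 37 deg C.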
# TrxR1 inh: blocks rat thioredoxin reductase 1; O89049; recombinant rTrxR1, NADPH fluorescence consumption, selenite substrate; Potency, µM (doses to about 114 µM), inactives show at the top dose activity change, negative = inhibition, usual class: inhibitors; 390,000 tested, 1% active; AID 588453; note: % is set by controls: 0 for no effect and ±100 for the full control effect; nearly all actives have a fitted effect of over 65% in size
#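 Rat TrxR1 (90 nM in the dispensed reagent) was pre-reduced with 400 uM NADPH for 5 min at room temperature, then incubated with compound for 15 min. After 400 uM selenite was added, NADPH fluorescence (Ex 340/Em 450 nm) was followed for 8 min.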
# * hit, by the source's call; ? = inconclusive; . = no result given; & = joins results of further samples; [ ] = remark or other dose. Calls come from the whole dose curve; as a rule, active = well fitted curve in the direction sought with a large enough effect; inconclusive = small, poorly fitted or top-dose-only effect, or another doubt; inactive = no such curve, though single readings can be large; an effect the other way counts as inactive or inconclusive. Potency is the fitted concentration of half-maximal effect.
# Value order: RGS4 inh	RXFP1 agonist	12-LOX inh	mIDH1 inhibitor	TrxR1 substrate	Vif-A3F inh	USP1-UAF1 inh	Vif-A3G inh	TrxR1 inh
CCCn1cnc2c(=O)oc3ccccc3c21
  -17%	5.0%	0%	10%	0%	-14%	-2%	3%	10%
CCOc1ccc(NS(=O)(=O)c2ccc(C(=O)N(CC)CC(=O)NCc3cccs3)cc2)cc1
  20%	-1.8%	476%[activator]	-2%	-21%	0%	-16%	0%	-35%
O=C(Nc1cccc(S(=O)(=O)N2CCCCC2)c1)c1cc([N+](=O)[O-])ccc1N1CCOCC1
  -32%	5.5%	-1%	0%	-5%	6%	-3%	-1%	12%
O=C1C(CO)C(CO)C(CO)C1CO (stereo not given)
  27%	.	8%	-10%	3%	1%	-1%	1%	14%
CCC(CC)COC(=O)C1=C(C)NC(=O)NC1c1cc(OC)ccc1OC (stereo not given)
  -3%	-1.4%	-22%	16%	7%	3%	-18%	5%	21%
CS(=O)(=O)c1ccc(Cl)c(NC(=O)COC(=O)CCN=C2NS(=O)(=O)c3ccccc32)c1
  -23%	0.7%	-11%	3%	-7%	10%	-6%	3%	-10%
CC1CCCCC1NC(=O)COC(=O)C12CC3CC(CC(Cl)(C3)C1)C2 (stereo not given)
  -17%	-1.3%	3%	1%	7%	?	-14%	0%	18%[57.1 µM]
Cc1cc(N2C(=O)CC(C(C)c3ccccc3)C2=O)no1 (stereo not given)
  13%	-0.7%	89%[activator]	7%	-5%[57.1 µM]	-1%	-20%	0%	15%[57.1 µM]
N#Cc1c(-c2ccccc2)ccn(Cc2ccc(Cl)cc2)c1=O
  ?	2.3%	0%	2%	14%	0%	-15%	-11%	-2%[57.1 µM]
CSc1ccc(S(=O)(=O)N2CCC(C(=O)Nc3cccnc3)CC2)cc1
  27%	-0.2%	1%	-1%	10%	-1%	-16%	1%	37%[activator]
O=C1CN(C(=O)COC(=O)c2ccc(N3CCCCCC3)c([N+](=O)[O-])c2)c2ccccc2N1
  8%	-0.2%	-8%	-4%	6%[57.1 µM]	-7%	-17%	-2%	12%[57.1 µM]
CCC(=O)Nc1ccc(NC(=O)CSc2nnc(-c3ccc(O)cc3)n2CC2CCCO2)cc1 (stereo not given)
  13%	0.0%	-3%	1%	3%[57.1 µM]	7%	?	1%	27%[57.1 µM]
COc1ccc(-c2nnc(SCC(=O)Nc3sc4c(c3C#N)CCCC4)n2-c2ccccc2)cc1
  -20%	0.1%	9%[57.4 µM]	-1%	3%	-3%	-8%	-2%	6%
N#Cc1c(/N=C/N2CCOCC2)sc2c1CCCCC2
  -37%[56.9 µM]	0.7%	-1%	7%	-1%	6%	-20%	1%	5%
O=C(COC(=O)CC1CC2CCC1C2)Nc1ccccc1[N+](=O)[O-] (stereo not given)
  -14%	.	-7%	0%	4%	-8%	-14%	1%	13%[57.1 µM]
CCN([C@H](CO)CC(C)C)S(=O)(=O)c1ccccc1
  2%	.	31%[activator]	1%	-1%	3%	-3%	1%	5%
O=C(NC1CCCc2ccccc21)c1ccc(F)cc1F (stereo not given)
  9%	0.2%	-10%	9%	-1%	2%	-21%	-1%	10%
Cc1csc(SCC(=O)Nc2cccc(S(=O)(=O)N3CCOCC3)c2)n1
  -7%	5.4%	-3%	-1%	1%	0%	-19%	-1%	-7%
Cc1ccc(S(=O)(=O)N2C[C@H]3[C@H]4C(=O)N(c5ccccc5)C(=O)[C@H]4C[C@H](OC(=O)NCc4ccccc4F)[C@@]3(O)C2)cc1
  .	.	-40%	11%	.	-13%	-14%	2%	.
COc1ccccc1C(=O)Nc1ccc2c(c1)nc(CN1CCCCC1)n2C
  -17%&0%	-0.1%&4.6%	28%&6%	-6%&6%	2%&-2%	8%&-3%	-13%&-1%	-8%&1%	3%&24%
Cc1ncsc1C(=O)Nc1nc2c(s1)CCCC2
  3%	-0.4%	-13%	2%	-14%	2%	-16%	-1%	-14%
COc1cc(C(=O)NCC(c2ccco2)N2CCCC2)ccc1OCc1ccccc1 (stereo not given)
  12%	0.7%	?	23%	0%	0%	-13%	6%	6%
COc1ccc(OCCn2cc(C(=O)c3ccco3)c3ccccc32)cc1
  -22%	1.2%	-2%	12%	1%	-5%	-17%	-13%	34%
COc1cc(C)nc(-c2csc(C)n2)n1
  0%	-1.3%	8%	6%	3%	?	-13%	0%	31%
CN1C[C@@H]2C(c3ccc(Cl)nc3)C3(c4cccnc4)CC2(C3)[C@H]1c1ccccc1 (stereo not given in full)
  9%	-0.6%	0%	-1%	10%	-1%	-25%	-7%	-1%
Cn1c(=O)n(C)c2cc(NC(=O)C(F)(F)F)ccc21
  17%	0.6%	0%	15%	-7%	-2%	4%	-2%	-14%
COc1cc(NS(=O)(=O)c2ccc(NC(=S)NC(=O)c3sc4cc(F)ccc4c3Cl)cc2)nc(OC)n1
  -46%	6.8%	?	-2%	-14%	-10%	-8%	2%	-22%
CCN(CC)c1ccc(/C=N/NC(=O)CNC(=O)c2cccnc2)cc1
  8%	-3.1%	0%	-9%	32%[activator]	4%	2%	2%	-5%
O=C(c1ccco1)N(Cc1cc2ccccc2[nH]c1=O)C1CCCCC1
  14%	1.6%	47%[activator]	-2%	9%[57.1 µM]	-4%	-16%	-1%	-5%[57.1 µM]
O=C(NCC1CCCO1)c1ccc(NC(=O)c2cc(F)c(F)cc2Cl)cc1 (stereo not given)
  25%	-0.8%	8%	4%	2%	-8%	-4%	0%	20%
COc1cccc(NC(=O)CSc2nc3ccccc3c3nc4ccccc4n23)c1
  -8%	14%	-4%	1%	1%	?	-19%	-8%	-1%
CCOC(=O)c1ccc2oc(=O)n(Cc3ccccc3)c2c1
  17%	0.2%	-28%	8%	3%[57.1 µM]	-4%	-30%	1%	12%[57.1 µM]
O=C(COC(=O)Cc1ccccc1F)Nc1ccc2c(c1)OCCO2
  -7%	2.9%	-24%	6%	-5%	4%	-13%	0%	-2%
COc1ccc(/C=C(/NC(=O)c2ccccc2)C(=O)NCc2ccco2)cc1
  7%	3.1%	-12%	-6%	-7%	-16%	5%	1%	-2%
Cc1ccc(S(=O)(=O)N2CCCC2C(=O)n2nc(C)cc2C)cc1 (stereo not given)
  -3%	0.4%	-25%	5%	-11%	-27%	-3%	-11%	-9%
COc1ccc2cc(C[C@@H]3CC[C@@H](CO)O3)ccc2c1
  8%	.	-19%	9%	1%	5%	-8%	-2%	18%
CCOC(=O)C1CCCN(C(=O)c2ccc(S(=O)(=O)N3CCOCC3)cc2)C1 (stereo not given)
  11%	-0.1%	58%[activator]	25%	3%	-2%	-12%	9%	22%
Cc1nc(-c2ccc(S(=O)(=O)N3CCN(c4cccc(C(F)(F)F)c4)CC3)cc2)co1
  3%	-1.1%	-25%&-19%	-20%	-6%[57.1 µM]	2%	-24%	-1%	9%[57.1 µM]
COc1ccc(C(=O)Nc2nonc2-c2ccc(OC)c(OC)c2)cc1Cl
  -2%	0.9%	0%	-10%	4%	-5%	-23%	2%	15%
C[C@@H]1CN([C@@H](C)CO)C(=O)c2cc(C3=CCCCC3)cnc2O[C@H]1CN(C)C(=O)Nc1cccc(F)c1
  .	.	40%[activator]	-1%	.	7%	-12%	0%	.
Cc1cc(C)c(NC(=O)C(=O)NCC(c2cccnc2)N2CCN(c3ccccc3F)CC2)c(C)c1 (stereo not given)
  -34%	3.0%	3%&-1%	-9%	3%[11.4 µM]	0%	8%	3%	8%
COc1ccc(NC(=O)CSCc2ccc(C#N)cc2)c(OC)c1
  -1%	-0.4%	?	5%	7%[57.1 µM]	1%	-11%	4%	18%[57.1 µM]
COc1ccc(C(=O)/C=C/c2ccc(O)cc2)c(O)c1C/C=C(\C)CCC=C(C)C
  -10%	.	?	5%	-7%	6%	-19%	-11%	-10%
CCCOc1ccc(-c2nn(-c3ccccc3)cc2C2NC(=O)NC(C)=C2C(=O)OC)cc1 (stereo not given)
  5%	2.9%	-12%	-17%	-14%	5%	-25%	-4%	-16%
O=C(Nc1ccc(F)c(Cl)c1)C1CCN(C(=O)c2ccc(F)cc2)CC1
  -15%	1.6%	-20%	-6%	4%	-2%	?	0%	22%

# 2 entries from above, tab-delimited:
SMILES	RGS4 inh	RXFP1 agonist	12-LOX inh	mIDH1 inhibitor	TrxR1 substrate	Vif-A3F inh	USP1-UAF1 inh	Vif-A3G inh	TrxR1 inh
Cc1nc(-c2ccc(S(=O)(=O)N3CCN(c4cccc(C(F)(F)F)c4)CC3)cc2)co1	3%	-1.1%	-25%&-19%	-20%	-6%[57.1 µM]	2%	-24%	-1%	9%[57.1 µM]
COc1ccc(NC(=O)CSCc2ccc(C#N)cc2)c(OC)c1	-1%	-0.4%	?	5%	7%[57.1 µM]	1%	-11%	4%	18%[57.1 µM]

# Not all compounds are listed; the hit share may differ from the screen's.
